Screening results: PubChem, several laboratories
OX1R antag-1: antagonists of human orexin 1 receptor (OX1R); Orexin/Hypocretin receptor type 1 (Homo sapiens), O43613; OX1R-expressing cells, FRET antagonist read-out; inhibition, % at 6.6 µM; hit rate 1.8% among 330,000; AID 485270, 2010; in the data active = inhibition mostly above about 38%, no sharp cut-off; inactive = mostly below about 40%;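 note: 0% = agonist challenge alone and 100% = reference antagonist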
Target sequence (O43613 whole entry, looked up): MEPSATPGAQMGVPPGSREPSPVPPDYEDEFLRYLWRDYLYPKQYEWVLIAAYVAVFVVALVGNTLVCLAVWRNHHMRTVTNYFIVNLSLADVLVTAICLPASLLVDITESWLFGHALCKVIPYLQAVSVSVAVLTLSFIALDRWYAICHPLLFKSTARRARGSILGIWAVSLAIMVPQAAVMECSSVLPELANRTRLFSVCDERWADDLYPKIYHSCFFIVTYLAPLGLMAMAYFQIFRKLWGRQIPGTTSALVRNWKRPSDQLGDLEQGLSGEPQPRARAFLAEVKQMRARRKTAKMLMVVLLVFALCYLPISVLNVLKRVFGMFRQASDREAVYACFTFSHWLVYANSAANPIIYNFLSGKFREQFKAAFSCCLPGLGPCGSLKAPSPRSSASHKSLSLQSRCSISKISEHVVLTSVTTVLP
CHT allo act: CHT positive allosteric modulators, primary screen, cell-based, membrane potential dye, choline EC20 | CHT-expressing cells; hits give high values; LV-AA mutant CHT in HEK293 cells | AID 488977, 2010 | hit rate 0.49% among 310,000 | B-score at 10 µM | High affinity choline transporter 1 (Homo sapiens), Q9GZV3;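 active = initial fluorescence not abnormally high and integrated response B-score, plate-corrected, over 3 SD above library mean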
OX1R antag-2: OX1R (HCRTR1) antagonists, primary screen, fluorescence, CHO/OX1R cells, Fluo-8 calcium, orexin A | Orexin/Hypocretin receptor type 1 (Homo sapiens), O43613 | Fluo-8 calcium fluorescence | inhibition, % at 5 µM | hit rate 0.43% among 330,000 | AID 434989, 2010;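 active = inhibition above its plate's threshold, mean inhibition of all tested compounds on the plate plus 3 SD, cut at about 37% in these data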;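 note: 0% = orexin A challenge wells and 100% = SB-334867-A antagonist wells; not every result past the cut was called active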
* hit, by the source's call; i = inactive; / = no result given.

The opening three entries, to show the layout:
Molecule	OX1R antag-1	CHT allo act	OX1R antag-2
CCOc1ccc(S(=O)(=O)N2CCOCC2)cc1[N+](=O)[O-]	9	i	-12
COc1ccc(S(=O)(=O)N(C)C[C@H]2Oc3ccc(NS(=O)(=O)c4ccc(F)cc4)cc3C(=O)N([C@H](C)CO)C[C@@H]2C)cc1	8	/	-10
Cc1cc(C(=O)N/N=C/c2c(C)nn(-c3ccccc3)c2C)n[nH]1	5	i	1

The listing, from the start:
Molecule	OX1R antag-1	CHT allo act	OX1R antag-2
CCOc1ccc(S(=O)(=O)N2CCOCC2)cc1[N+](=O)[O-]	9	i	-12
COc1ccc(S(=O)(=O)N(C)C[C@H]2Oc3ccc(NS(=O)(=O)c4ccc(F)cc4)cc3C(=O)N([C@H](C)CO)C[C@@H]2C)cc1	8	/	-10
Cc1cc(C(=O)N/N=C/c2c(C)nn(-c3ccccc3)c2C)n[nH]1	5	i	1
COc1cc(C)c(S(=O)(=O)NCCCn2ccnc2)cc1C	8	i	-17
Cc1nc2c(c(C)nn2-c2ccccc2)c(C)c1C	17	i	9
CC(O)CNc1nc2ccccc2n1CC(=O)NC12CC3CC(CC(C3)C1)C2 (stereo unspecified)	16	i	-11
CCn1c(-c2ccc(Cl)cc2)n[nH]c1=S	5	i	1
COC(=O)CCC(=O)Nc1ccc(S(=O)(=O)Nc2nc(C)cc(C)n2)cc1	6	i	-1
COC(=O)c1ccc(N(CC(=O)NC2CCCC2)C(=O)c2ccc(C)s2)cc1	34	i	-11
Cc1ccccc1OCCC(=O)OCC(=O)NNC(=O)c1cccs1	6	/	-19
CCN(CC)C(=O)c1sc(N)c(C#N)c1C	-1	i	-8
CC(=O)c1ccc(NC(=O)CCNS(=O)(=O)c2cccc3nonc23)cc1	38	i	-15
COc1ccc(CN2CCCC(N3CCN(c4ccc(OC)cc4)CC3)C2)cc1 (stereo unspecified)	12	i	-16
CCCCn1c(NCc2ccccc2NS(=O)(=O)c2ccc(C)cc2)nc2ccccc21	19	i	6
COc1cc(NS(=O)(=O)c2ccc(NC(=O)CCC(=O)O)cc2)nc(OC)n1	0	i	-8
Cc1ccc(NC(=O)Cc2nc(COC(=O)c3c(F)cccc3Cl)cs2)cc1	11	/	-11
CCNC(=S)N(Cc1ccc2c(c1)OCO2)C1CC(=O)N(c2ccc(F)cc2)C1=O (stereo unspecified)	59	i	57*
O=C(CCN1C(=O)c2ccccc2S1(=O)=O)Nc1ccc(F)c([N+](=O)[O-])c1	19	i	-6
CCOc1ccc(-c2nc(C#N)c(N3CCOCC3)o2)cc1	14	i	-28
O=S(=O)(NC1CCCC1)c1ccccc1Cl	0	i	-7
Cc1c(N(C)S(=O)(=O)c2cc(C(=O)NCC3CCCO3)ccc2Cl)c(=O)n(-c2ccccc2)n1C (stereo unspecified)	17	i	-24
CC1(C)Cc2ccccc2C(NNC(=O)c2ccncc2)=N1	11	i	-18
COCC(=O)Nc1cc(C(=O)Nc2cccc(C)c2C)ccc1Cl	25	i	-16
CCN(CC)CCNC(=O)c1ccccn1	3	i	-1
Cc1ccc(Nc2nc(C(=O)NCc3ccco3)cs2)cc1	10	i	-30
O=C(CCSCc1cccc(F)c1)NCCc1ccccc1	6	i	-31
CCCCC1CCC(c2nc(-c3cccnc3)no2)CC1 (stereo unspecified)	0	i	-14
COc1ccc(Nc2cc(C)nc3c(C)cccc23)cc1OC	15	i	-8
COc1ccc(/C=N/NC(=O)CCc2nc3ccccc3[nH]2)cc1	9	i	-2
COc1ccc2nc(NC(=O)c3cccnc3SC)sc2c1	88*	i	12
CCN(CC)Cc1c(O)ccc2c(C)c(CC(=O)OC)c(=O)oc12	6	i	-3
COc1ccc(C(=O)NCC(=O)NCCc2c[nH]c3ccccc23)cc1OC	18	i	-12
COc1ccc(OCC(O)Cn2c(N3CCCCC3)nc3c2c(=O)n(C)c(=O)n3C)cc1 (stereo unspecified)	23	i	-17
NS(=O)(=O)c1ccc(CCNC(=O)CSCC(=O)Nc2ccc(Cl)cc2)cc1	-1	/	-7
COCCCNC(=O)CN1CCN(Cc2ccc(Cl)cc2)C1=O	5	i	-12
C[C@H](CO)N1C[C@H](C)[C@H](CN(C)Cc2ccc(Oc3ccccc3)cc2)Oc2ccc(NC(=O)Nc3cccc4ccccc34)cc2CC1=O	8	/	-12
CC(C)CC(NC(=O)OC(C)(C)C)C(=O)NC(C(=O)NC(C)C(N)=O)C(C)C (stereo unspecified)	5	i	-7
CC(C)Cn1c(N)c(C(=O)COC(=O)Cc2cccs2)c(=O)n(C)c1=O	27	i	7
COc1cccc(NC(=O)C/C(C)=N/NC(=O)C2CCCCC2)c1	15	i	-21
Cn1c(SCc2nnc3n2CCCCC3)nc2ccccc21	6	i	-15
COc1cc(SC)ccc1C(=O)Nc1cccc(S(=O)(=O)NC2=NCCCCC2)c1	25	i	-33
Cc1ccc2nc(N(CCCN(C)C)C(=O)c3ccc(S(=O)(=O)N4CCOCC4)cc3)sc2c1	16	i	-26
O=[N+]([O-])c1ccc(O)c(Nc2ncnc3ccccc23)c1	-5	i	-7
Cc1c(C(=O)O)oc2ccc3c(c12)C(O)CC(C)(C)O3 (stereo unspecified)	-7	i	-8
Cc1nc(-c2ccc(-n3nncc3-c3ccco3)cc2)cs1	18	i	-16
CCOc1ccc(OCCCC(=O)NC2=NCCS2)cc1	12	i	-13
CC1=CC(C)[C@@H]2COC(c3ccc(O)cc3)[C@H]1C2C (stereo partly specified)	13	i	-18
Cc1ccccc1-c1ccccc1CN1[C@@H](C(C)C)COCCS1(=O)=O	9	/	7
CC(C)C(=O)NNc1ccccc1	-5	i	14
COc1cc(NS(=O)(=O)c2ccc(NC(=O)COc3ccc(C)cc3)cc2)nc(OC)n1	14	i	-1

Further entries:
Molecule	OX1R antag-1	CHT allo act	OX1R antag-2
COC(=O)C1=C(C)NC(=O)CC1c1cccc(OC)c1OC (stereo unspecified)	14	i	3
COc1ccc(-n2nc(C(=O)NCC(=O)N3CCOCC3)c3ccccc3c2=O)cc1Cl	26	i	-24
COc1cc(OC)cc(C(=O)NC2CCCN(Cc3ccc(Cl)cc3)C2)c1 (stereo unspecified)	8	i	-34
CCC(C)c1ccccc1N1CC(C(=O)Nc2ccccc2N2CCCC2)CC1=O (stereo unspecified)	24	i	-20
O=C(CN1CCN(c2ncccn2)CC1)N1CCCC1	10	i	-7
Cc1nc2nc(C)c(NS(=O)(=O)c3ccc(Cl)cc3)c(=O)n2[nH]1	1	i	-9
O=C1c2ccccc2C(=O)N1CN(C(=O)COc1ccc(Cl)cc1Cl)c1cccc(F)c1	7	i	-12
COc1cc(NC(=O)c2ccc3c(c2)OCO3)ccc1NC(=O)C(C)C	13	i	-15
COc1ccccc1N1CCN(CC(O)COc2ccc3c(c2)CCC3)CC1 (stereo unspecified)	18	i	-19
CN(CC(=O)NCc1cccs1)S(=O)(=O)c1cccc2nsnc12	51*	i	-11
Cc1ccc(C(=O)Cn2nnc3ccccc32)cc1	30	i	1
NC(=S)N/N=C1\c2ccccc2-c2c(C(=O)O)cccc21	15	i	15
CN(C)CC(C)(C)CNS(=O)(=O)c1ccc(Cl)s1	-1	i	1
Cc1ccc(N(CN2C(=O)C3C4CCC(C4)C3C2=O)C(=O)c2ccco2)cc1 (stereo unspecified)	-6	i	-25
CCN(CC(=O)NCc1ccc(Cl)cc1)C(=O)/C=C/c1cc(OC)c(OC)c(OC)c1	16	i	-23
Cc1ccc2nc(NC(=O)C3CCCN(S(=O)(=O)c4cnc[nH]4)C3)sc2c1 (stereo unspecified)	6	i	0
Nc1c(S(=O)(=O)c2cccs2)c2nc3ccccc3nc2n1Cc1ccccc1	6	i	-20
CCOC(=O)C1(Cc2ccccc2)CCN(Cc2csc(C(C)=O)c2)CC1	17	i	-35
CCCOc1ccc(C(=O)NNC(=S)NC(=O)c2cc(-c3ccc(Cl)cc3)nc3ccccc23)cc1	29	i	12
O=C(CSc1nc(C(F)(F)F)cc(=O)[nH]1)Nc1ccc2c(c1)OCCO2	8	i	-4
CCCC(=O)NNc1cc(=O)c2c(=O)n(C)c(=O)n(C)c2[nH]1	9	i	-19
CCCn1c(SCC(=O)Nc2ccccc2N2CCCCC2)nc2c1c(=O)n(C)c(=O)n2C	14	i	-15
CCc1noc(C)c1C(=O)Nc1cc(Cl)ccc1N1CCOCC1	23	i	-19
CCOc1ccc(N(CC(=O)NCc2ccccc2)C(=O)Cn2nnc(-c3ccc(C)o3)n2)cc1	17	i	-16
Cc1ccccc1OCC(=O)Nc1ccc2c(c1)Cc1ccccc1-2	14	i	-30

6 entries already listed, ordered by their value in OX1R antag-2, high to low.
SMILES,OX1R antag-1,OX1R antag-2
CC(C)Cn1c(N)c(C(=O)COC(=O)Cc2cccs2)c(=O)n(C)c1=O,27,7
O=S(=O)(NC1CCCC1)c1ccccc1Cl,0,-7
Cc1nc2nc(C)c(NS(=O)(=O)c3ccc(Cl)cc3)c(=O)n2[nH]1,1,-9
COCC(=O)Nc1cc(C(=O)Nc2cccc(C)c2C)ccc1Cl,25,-16
CCCC(=O)NNc1cc(=O)c2c(=O)n(C)c(=O)n(C)c2[nH]1,9,-19
Cc1ccc(N(CN2C(=O)C3C4CCC(C4)C3C2=O)C(=O)c2ccco2)cc1 (stereo unspecified),-6,-25

Additional compounds.
Molecule	OX1R antag-1	CHT allo act	OX1R antag-2
COc1ccc(C=NNc2ccc(S(=O)(=O)Nc3ccccc3C(=O)O)cc2[N+](=O)[O-])c(OC)c1	12	/	-19
Cc1cc2c3c([nH]c2cc1S(=O)(=O)N1CCC2(CC1)OCCO2)CC(C)(C)CC3=O	0	i	-16
O=C(O)CNC(=O)c1ccc(OC(F)F)cc1	22	i	4
c1ccc(-c2csc(N3CCCCCC3)n2)cc1	13	i	-7
O=C(O)CNC(=S)N(Cc1ccccc1Cl)C1CCCC1	10	i	-8
COCCn1c(SCC(=O)c2c(N)n(C3CC3)c(=O)[nH]c2=O)nnc1-c1cccc(C)c1	0	/	14
Cn1c(-c2ccccc2)cnc1SCC(=O)NCc1ccco1	9	i	4
O=C(c1cccs1)N1CCN(C23CC4CC(CC(C4)C2)C3)CC1	25	i	1
CC1(C)CC(NC(=O)c2cc(S(=O)(=O)N3CCOCC3)c(Cl)cc2Cl)CC(C)(C)N1	6	i	4
O=C(CSc1ccc2ccccc2n1)NCc1ccc2c(c1)OCO2	54*	i	-6
COc1ccc(NC(=O)C(c2ccccc2)N(C)C(=O)CNC(C)=O)cc1 (stereo unspecified)	12	i	7
CCCCNC(=O)C1c2cc(OC)c(OC)cc2C(=O)N(C)C1c1cccs1 (stereo unspecified)	7	i	-23
COc1cccc(-c2nnc(SCC(=O)N3CCCc4ccccc43)o2)c1	6	i	-21

Compounds above that have a cyano group:
Molecule	OX1R antag-1	CHT allo act	OX1R antag-2
CCN(CC)C(=O)c1sc(N)c(C#N)c1C	-1	i	-8
CCOc1ccc(-c2nc(C#N)c(N3CCOCC3)o2)cc1	14	i	-28

Outcome played no part in choosing rows; about 2.5% have a hit in one of these screens.
